GPR151 activ = activators of human GPR151, primary screen, cell-based, PathHunter beta-arrestin, luminescence. PathHunter beta-arrestin GPR151 cells. G-protein coupled receptor 151 (Homo sapiens), Q8TDV0. 650,000 tested, 1% active. activation, % at 11.2 µM; in the data active = activation above about 4.9%;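 note: 0% = median of compound wells and 100% = cells with positive control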
Target sequence (Q8TDV0 whole entry, looked up): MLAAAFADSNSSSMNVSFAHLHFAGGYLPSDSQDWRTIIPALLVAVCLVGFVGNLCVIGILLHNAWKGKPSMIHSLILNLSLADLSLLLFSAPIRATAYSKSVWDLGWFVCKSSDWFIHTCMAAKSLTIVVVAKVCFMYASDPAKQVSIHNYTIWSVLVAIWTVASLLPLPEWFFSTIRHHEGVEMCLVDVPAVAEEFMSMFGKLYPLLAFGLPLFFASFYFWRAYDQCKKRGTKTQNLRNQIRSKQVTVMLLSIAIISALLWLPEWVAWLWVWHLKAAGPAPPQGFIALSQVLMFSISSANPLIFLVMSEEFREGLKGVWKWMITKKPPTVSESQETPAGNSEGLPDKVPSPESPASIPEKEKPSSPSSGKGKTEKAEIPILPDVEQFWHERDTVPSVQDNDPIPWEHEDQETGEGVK
MITF primary = MITF inhibitors, primary screen, biochemical, AlphaScreen, human; AlphaScreen MITF homodimerization, bead proximity signal; inhibition, % at 2.6 µM; 650,000 tested, 0.91% active; AID 1259374, 2018; in the data active = inhibition above about 50%;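 note: 0% = vehicle wells with protein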
Target sequence (O75030 whole entry, looked up): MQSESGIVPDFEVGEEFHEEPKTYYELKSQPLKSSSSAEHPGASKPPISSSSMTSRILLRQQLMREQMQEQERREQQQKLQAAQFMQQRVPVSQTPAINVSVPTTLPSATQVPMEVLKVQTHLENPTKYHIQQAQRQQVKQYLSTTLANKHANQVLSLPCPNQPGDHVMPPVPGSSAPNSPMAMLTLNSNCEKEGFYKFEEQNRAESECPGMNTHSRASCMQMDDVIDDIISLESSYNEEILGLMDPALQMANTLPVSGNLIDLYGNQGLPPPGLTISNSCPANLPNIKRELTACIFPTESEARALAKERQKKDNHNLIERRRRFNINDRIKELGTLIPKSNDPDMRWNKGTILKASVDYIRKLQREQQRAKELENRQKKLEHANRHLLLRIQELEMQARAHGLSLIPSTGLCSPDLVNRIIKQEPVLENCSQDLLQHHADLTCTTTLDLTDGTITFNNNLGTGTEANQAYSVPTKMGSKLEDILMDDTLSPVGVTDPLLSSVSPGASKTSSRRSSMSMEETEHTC
FBW7 activator = FBW7 E3 ligase activators, primary screen, biochemical, AlphaScreen, human; F-box/WD repeat-containing protein 7 (Homo sapiens), Q969H0; AlphaScreen FBW7–phospho-cyclin E peptide binding, activator screen; normalized activity (activation), % at 26.1 µM; 650,000 tested, 0.13% active; in the data active = normalized activity above about 1.9%;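 note: purified mutant Fbw7 with reduced substrate affinity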
TEAD-YAP block = TEAD-YAP interaction inhibition, primary screen, TEAD-YAP interaction inhibitor project, luminescence, HEK-TIYL cells | TEAD-Gal4/YAP UAS-luciferase luminescence | 640,000 tested, 1.4% active | inhibition, % at 9.12 µM; in the data active = inhibition above about 32%;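 note: 0% = median of test compound wells and 100% = reference inhibitor wells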
* = called active by the depositor; · = not tested or not shown.

Each structure is followed by: MITF primary | TEAD-YAP block | FBW7 activator | GPR151 activ
- CCOC(=O)c1[nH]c(C)c(C(=O)Nc2c(C)n(C)n(-c3ccccc3)c2=O)c1C
    10 | 1 | -0.1 | 6.5*
- Cn1cc(CN2CCC(n3nccc3NC(=O)C3CC3)CC2)c(-c2ccccc2)n1
    -6 | -8 | 0.0 | -0.9
- CCn1c(SCC(=O)c2ccc(OC)cc2)nnc1-c1ccccc1N
    6 | -1 | 0.6 | -0.3
- CC(=O)Cc1ccc2cccc(O)c2n1
    24 | -11 | -0.6 | -0.1
- O=C(Nc1cccc(Cl)c1)Nc1ccccc1C(=O)NCc1ccco1
    -7 | -11 | 0.1 | 1.3
- Cc1nc2c(ccc3nc(NC(=O)C4=CC5C=C([N+](=O)[O-])C=CC5S4)sc32)s1 (centres undefined)
    5 | -2 | 0.0 | 0.6
- CCC(=O)Nc1nc2cc(Cl)c(C)cc2s1
    16 | -41 | 0.1 | -1.0
- CC(C)(C)SCCNC(=O)CN(c1ccc(Cl)cc1Cl)S(C)(=O)=O
    6 | -4 | -0.3 | -0.6
- C/C(CC(=O)NC(C)c1ccccc1)=N\NC(=O)c1ccc([N+](=O)[O-])c(Cl)c1 (centres undefined)
    3 | -10 | 0.0 | -0.1
- COc1ccc(C(=O)COC(=O)c2cc(C)nc3ccccc23)cc1OC
    9 | -2 | -0.1 | -0.3
- CCc1ccccc1NC(=O)CCSCCc1ccccn1
    20 | -10 | 0.1 | -0.4
- Cc1oc2c(C)c(O)ccc2c(=O)c1Oc1ccccc1
    1 | -3 | 0.1 | 0.4
- O=C(Cc1cccc2ccccc12)N1CCN(c2ccc([N+](=O)[O-])cc2)CC1
    -11 | -3 | -0.1 | 0.2
- N=C1/C(=C/c2cccs2)C(=O)N=C2SC(C3CCCCC3)=NN12
    7 | -8 | -0.1 | -1.4
- Nc1nnc(C2CCCCC2C(=O)O)s1 (centres undefined)
    6 | -4 | 0.1 | 0.8
- Cc1ccc(/C=C/C(=O)Nc2ccc(C)cn2)cc1
    6 | -49 | 0.2 | -1.3
- COC(=O)/C(=C/c1cccc([N+](=O)[O-])c1)NC(=O)c1ccc(OCC(C)C)cc1
    -6 | -6 | 0.1 | -0.1
- Cc1ccc(C(C)C)c(OCC(=O)Nc2ccc(C(=O)Nc3cccc4ccccc34)cc2)c1
    12 | 60* | 0.0 | 0.8
- CCOc1ccccc1NC(=O)c1cc2cccc(OC)c2oc1=O
    -5 | -5 | 0.0 | 0.8
- CCCN(CCC)S(=O)(=O)c1ccc(F)c(C(=O)Nc2ccc(OC)cc2)c1
    22 | -2 | 0.8 | 1.0

Results in FBW7 activator and MITF primary, for some of the entries so far:
SMILES	FBW7 activator	MITF primary
CCC(=O)Nc1nc2cc(Cl)c(C)cc2s1	0.1	16
Cc1ccc(/C=C/C(=O)Nc2ccc(C)cn2)cc1	0.2	6
CC(=O)Cc1ccc2cccc(O)c2n1	-0.6	24

Further structures:
Each structure is followed by: MITF primary | TEAD-YAP block | FBW7 activator | GPR151 activ
- CCN(CC)S(=O)(=O)c1ccc2c(c1)N(CC(=O)N1CCCCC1)C(=O)CO2
    0 | 7 | 0.5 | -0.6
- CCC(=O)Nc1ccc(NC(=O)COc2cc(C)ccc2C(C)C)cc1
    -10 | 6 | 0.1 | -0.5
- Nc1nnc(CC(=O)N/N=C\c2ccc(O)cc2O)s1
    8 | -12 | -0.6 | -0.7
- CSC1=N/C(=C\c2ccccn2)C(=O)N1c1ccccc1
    0 | -51 | 0.0 | -0.2
- CC(C)(C)OC(=O)N1CCC(CC(=O)Nc2ccnn2-c2cccc(C(=O)Nc3ccc(N4CCOCC4)cc3)c2)CC1
    -6 | -10 | -0.2 | -1.3
- N#Cc1nc(-c2ccccc2Cl)oc1NCCCN1CCOCC1
    1 | -15 | -0.1 | 1.8
- CCOc1ccc(N(CC(=O)N2CCCCCC2)S(=O)(=O)c2ccc(SC)cc2)cc1
    12 | 8 | -0.1 | -0.4
- O=C(COC(=O)c1ccco1)Nc1ccc(F)cc1
    4 | -6 | -0.1 | 1.3
- Cn1cc(-c2ccccc2NC(=O)c2ccccc2Cl)cn1
    -3 | -2 | -0.1 | -0.6
- Cn1c(CN2CCN(C(=O)NCc3cccs3)CC2)nc2ccccc21
    6 | 5 | 0.0 | -1.5
- COc1ccccc1N(C(=O)c1csnn1)C(C(=O)NC1CCCC1)c1ccccc1 (centres undefined)
    14 | -6 | 0.1 | 0.0
- O=C(Oc1ccccc1)Oc1ccc2ccc(=O)oc2c1
    16 | 10 | 0.3 | -1.7
- O=C(Cc1ccc(Cl)cc1)N/N=C/c1ccc(O)c(O)c1
    16 | 9 | -0.3 | -2.2
- COc1ccc(N2CCN(C(=O)c3ccc(Br)o3)CC2)c([N+](=O)[O-])c1
    -7 | -15 | -0.2 | -0.1
- Cc1ccc(NC(=O)Cc2nn(C)c(=O)c3ccccc23)cc1F
    3 | 20 | 0.1 | 0.6
- O=C(Cc1ccccc1)Nc1ccc(C(F)(F)F)cc1
    1 | -19 | 0.3 | -0.7
- CCCOC(=O)C1=C(C)NC2=C(C(=O)CCC2)C1c1cccc(OC)c1OC (centres undefined)
    -9 | -9 | 0.0 | -1.9
- Cc1cc(-n2c(=S)sc3c(=O)n(-c4ccc(F)cc4)c(SCC(=O)Nc4nccs4)nc32)ccc1Cl
    -3 | -10 | 0.6 | -0.3
- COC(=O)C(CC(C)C)NC(=O)c1ccc(-c2ccccc2)cc1 (centres undefined)
    -1 | -5 | 0.0 | 3.8
- COCCn1nnnc1C(c1ccc(C)cc1)N1CCN2CCCC2C1 (centres undefined)
    7 | -3 | 0.1 | 2.1

Other results follow:
Each structure is followed by: MITF primary | TEAD-YAP block | FBW7 activator | GPR151 activ
- CCCCn1c(CNC(=O)c2ccc(OC)cc2)nnc1SCC(=O)Nc1sc(C(=O)OCC)c(C)c1C(=O)OCC
    -4 | -1 | 0.1 | -1.3
- COc1ccc(CCNC(=S)Nc2ccc(F)cc2)cc1OC
    22 | 7 | 0.3 | 1.8
- Cc1ccc2c(c1)sc(=NC(=O)c1ccc(Br)s1)n2C
    3 | -18 | 0.1 | 1.7
- O=C(CSc1nc2ccc(Br)cc2c2nc3ccccc3n12)NCc1ccccc1
    1 | 1 | 0.1 | 0.9
- Cc1ccc(C)c2sc(N3CCN(C(=O)C4CCCCN4S(C)(=O)=O)CC3)nc12 (centres undefined)
    11 | 6 | -0.1 | 0.5
- N#Cc1ccsc1NC(=O)c1ccc2c(c1)CCCC2
    3 | 43* | 0.1 | -6.4
- Cc1c(NC(=O)Cc2ccccc2)c(=O)n(-c2ccccc2)n1C
    3 | 5 | 0.1 | -0.5
- Oc1c(C(Nc2nccs2)c2ccc(F)cc2)ccc2cccnc12 (centres undefined)
    22 | 43* | -1.8 | -1.1
- Cc1ccc(-c2nnc(Nc3ccccc3)c3ccccc23)cc1S(=O)(=O)NCC1CCCO1 (centres undefined)
    3 | 0 | -0.1 | -1.0
- NC(=O)C1CCN(C(=O)c2ccccc2Br)CC1
    11 | -11 | 0.0 | 0.0
- O=C(CSc1nc2ccc(N3C(=O)c4ccccc4C3=O)cc2s1)Nc1ccc2c(c1)oc1ccccc12
    16 | 7 | 0.0 | -0.9
- CC(=O)NC(C(=O)NCC1Cc2cc(-c3cnccn3)ccc2O1)C(C)C (centres undefined)
    -8 | 1 | -0.1 | -0.7
- O=C(NCCCN1CCN(c2ccccc2F)CC1)c1ccc2c(=O)n(Cc3ccc(Cl)cc3)c(=S)[nH]c2c1
    0 | -3 | 0.5 | 0.4
- Cc1ccccc1C(=O)NCc1cccc(Cl)c1
    -5 | -3 | 0.0 | -0.9
- O=C(OCCN1C(=O)c2cccc3c(N4CCCCC4)ccc(c23)C1=O)c1ccc(S(=O)(=O)N2CCOCC2)cc1
    2 | -5 | 0.1 | 3.3
- COc1ccccc1NC(=O)C1=C(C)NC2=C(C(=O)CCC2)C1c1ccccc1OC (centres undefined)
    -3 | 7 | 0.1 | -1.2
- COc1ccc(C2=NN(C(C)=O)C(c3ccc(OC)c(OC)c3)C2)c(O)c1 (centres undefined)
    5 | -4 | 0.2 | 0.1
- CCOC(=O)c1ccc(NC(=S)Nc2cccc(C(C)=O)c2)cc1
    -9 | -14 | 0.1 | -1.4
- CCCCC(C)(C)[C@H](O)/C=C/[C@@H]1[C@@H](C/C=C\CCCC(=O)O)[C@@H](O)C[C@H]1O
    10 | · | · | -1.3
- O=C(Nc1ccc([N+](=O)[O-])cc1)C1C(c2ccccc2)C1(Cl)Cl (centres undefined)
    11 | -4 | -0.1 | 4.0

(further entries)
Each structure is followed by: MITF primary | TEAD-YAP block | FBW7 activator | GPR151 activ
- COc1ccc(N2C(=O)NC(=O)/C(=C\c3cc(Cl)c(OC)c(Cl)c3)C2=O)cc1
    13 | 7 | 0.0 | 0.8
- O=C(c1ccco1)N1CCN(C(=O)C23CC4CC(CC(C4)C2)C3)CC1
    0 | 6 | 0.0 | 0.7
- O=C(Nc1ccc(-c2noc(-c3ccco3)n2)cc1)c1cccs1
    7 | -3 | 0.2 | -1.3
- CCC(=O)N1CCc2cc(S(=O)(=O)N3CCN(c4ccc(F)cc4)CC3)ccc21
    3 | 8 | 0.0 | 1.5
- CCC(=O)Nc1nnc(S(=O)(=O)N(CC(C)C)c2ccccc2)s1
    -5 | 1 | -0.1 | 0.1
- C/C(=C\c1ccccc1)C(=O)NCC1CCCO1 (centres undefined)
    -26 | -63 | 0.0 | -2.1
- Cc1cc(C)nc(Sc2nc(Nc3ccc(Br)cc3)nc(N3CCCCCC3)n2)n1
    2 | 1 | 0.0 | -1.9
- O=C(CSCc1ccccc1)Nc1cccc(-c2ccn[nH]2)c1
    17 | -67 | -0.1 | -1.1
- COc1ccc(C(=O)Nc2nc3ccc(S(=O)(=O)N4CCCC4)cc3s2)c(OC)c1
    -1 | 10 | 0.2 | -0.3
- CCOc1ccc(C2=NC(c3ccccc3F)NC(c3cc(Br)ccc3O)C2)cc1 (centres undefined)
    -4 | -6 | -0.9 | 2.6
- CCCCOC(=O)C(C)OC(=O)c1ccc(C)c([N+](=O)[O-])c1 (centres undefined)
    7 | 0 | -0.1 | 0.3
- O=C(Nc1ccc(N2CCCCS2(=O)=O)cc1)c1cccc(Cl)c1
    3 | -37 | 0.1 | -4.9
- Cc1ccc(C(=O)O/N=C(\N)c2cccc([N+](=O)[O-])c2)cc1C
    6 | -13 | 0.5 | 0.0
- CCc1n(CC(O)COc2c(C)cccc2C)c2ccccc2[n+]1C (centres undefined)
    6 | 9 | 0.0 | -1.0
- O=C(NCCC1CCCCN1S(=O)(=O)c1cccs1)C(=O)NCc1ccncc1 (centres undefined)
    -4 | 6 | -0.3 | 1.3
- CN1CCN(CCNC(=O)c2ccc(-n3ncc4cc(Nc5ccccc5Cl)ccc43)nc2)CC1
    -17 | -21 | -0.2 | 1.5
- C=CCOC(=O)C1=C(C)N=C2SCCC(=O)N2C1c1ccc(OCC)cc1 (centres undefined)
    22 | 6 | 0.1 | -1.2
- O=C1CCC(N2CCN(Cc3ccccn3)CC2)CCN1Cc1ccc(F)cc1F (centres undefined)
    4 | -8 | 0.1 | 0.2
- CCCCC(=O)O[C@]1(C(=O)CO)CCC2C3CCC4=CC(=O)CC[C@]4(C)C3[C@@H](O)C[C@@]21C (some centres undefined)
    -5 | -4 | -0.1 | 0.4
- COCCNc1nc(C)nc2sc(C)c(C)c12
    1 | -12 | 0.0 | 0.3

Next compounds follow.
Each structure is followed by: MITF primary | TEAD-YAP block | FBW7 activator | GPR151 activ
- COC(=O)c1ccc(Sc2ccc(F)cc2)c(N)c1
    18 | -12 | 0.2 | 0.2
- c1cc(-c2ccc3c(c2)OCO3)nc(NCCCN2CCOCC2)n1
    5 | 19 | -0.1 | 0.4
- CCOC(=O)c1c(C)[nH]c(C(C)=O)c1C
    -1 | -3 | -0.1 | 0.0
- FC(F)(F)c1ccc(Cn2cnc3c(Nc4ccccc4)nc(Nc4ccc(N5CCOCC5)cc4)nc32)cc1
    16 | -21 | 0.1 | 0.2
- Cc1sc2nc(C3CC3)n(C3CCN(C(=O)Cc4cccc(F)c4)CC3)c(=O)c2c1C
    -3 | 3 | -0.1 | 0.8
- CCN(CC)CCn1c(=S)[nH]c2cc(C(=O)NCc3cccnc3)ccc2c1=O
    -6 | -10 | -0.1 | -1.5
- Cc1c2cnn(CC(=O)NC3CCCC(C)C3C)c(=O)c2c(C)n1Cc1ccccc1F (centres undefined)
    -3 | 6 | 0.1 | 1.9
- CCN(CCO)C(=S)Nc1ccccc1C
    -15 | -3 | 0.0 | 0.2
- C=CCNC(NC(=O)c1cccc(C)c1)C(Cl)(Cl)Cl (centres undefined)
    13 | 14 | 0.2 | 1.2
- Clc1ccc(-n2cc(-c3ccccc3)c3c(N4CCC5(CC4)OCCO5)ncnc32)cc1
    23 | -3 | 0.3 | 1.0
- Cc1cnc(NC(=O)CSc2nnc(COc3ccc(C(C)C)cc3)o2)s1
    -8 | -1 | -0.4 | -1.6
- O=C(Nc1ccc(F)cc1)c1cc(S(=O)(=O)N2CCN(c3ccccc3)CC2)ccc1F
    -2 | 10 | -0.2 | 1.6
- CC(=O)Nc1sc(NC(=O)c2ccco2)nc1-c1cccs1
    -2 | 7 | -0.2 | 0.1
- CCOCCSc1nnc2nc(C)cc(C)n12
    -15 | -4 | 0.0 | 0.6

Profiles as entered above. Screens in order: MITF primary, TEAD-YAP block, FBW7 activator, GPR151 activ
Cc1cnc(NC(=O)CSc2nnc(COc3ccc(C(C)C)cc3)o2)s1 reads -8, -1, -0.4, -1.6
CCN(CCO)C(=S)Nc1ccccc1C reads -15, -3, 0.0, 0.2
CCOCCSc1nnc2nc(C)cc(C)n12 reads -15, -4, 0.0, 0.6
CCOC(=O)c1c(C)[nH]c(C(C)=O)c1C reads -1, -3, -0.1, 0.0
